Pf apPOL inh: Pf-apPOL DNA polymerase inhibition | Recombinant Pf-apPOL, molecular beacon fluorescence, 1.5 h | inhibition, % at 10 µM | 210,000 tested, 0.25% active | AID 1794808
mHTT-CaM PPI inh: disrupts binding of mutant huntingtin to calmodulin; AlphaScreen His-mHTT/GST-CaM binding, luminescence; inhibition, % at 15 µM; 190,000 tested, 3.6% active; AID 1671202;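 further: 0% = both proteins with DMSO and 100% = one protein alone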
Numbers without * were called inactive. No stated cut-off is given here; in the data, active means inhibition above about 50%; inactive means the rest.

For Cc1ccc(-c2nn(C)c(=O)c3ccccc23)cc1S(N)(=O)=O the results were Pf apPOL inh 17 and mHTT-CaM PPI inh 3.
`COc1ccc(C(=O)Nc2ccc(Cl)c(-c3nc4ncccc4o3)c2)cc1OC` gave Pf apPOL inh -5 and mHTT-CaM PPI inh 43.
`CCn1cc(C(=O)O)c(=O)c2cc(F)c(N3CCN(C(=O)c4ccccc4F)CC3)cc21` gave Pf apPOL inh -5 and mHTT-CaM PPI inh -7.
Screening COc1ccc(OC)c(CNC(=O)c2cn(CC(C)C)c(=O)c3c2c2ccccc2n3C)c1 returned Pf apPOL inh -7 and mHTT-CaM PPI inh 1.
Cc1ccc(NC(=O)c2ccc(-c3csc(C)n3)cc2)cc1 was read as Pf apPOL inh -10 and mHTT-CaM PPI inh -2.
For CC(=O)N1CCN(c2nc3c(s2)CC(C(=O)Nc2ccc(Cl)cc2C)CC3)CC1 (centres undefined) the results were Pf apPOL inh -8 and mHTT-CaM PPI inh 33.
CCS(=O)(=O)NCc1nnnn1-c1ccc(F)c(F)c1 was read as Pf apPOL inh -5 and mHTT-CaM PPI inh -9.
For COc1ccc(C2CC(C(F)(F)F)n3ncc(C(=O)N(C)Cc4ccccc4)c3N2)cc1OC (centres undefined) the results were Pf apPOL inh -10 and mHTT-CaM PPI inh 48.
Cc1ccc2nc(C(=O)NCc3ccc(F)cc3)cn2c1 was read as Pf apPOL inh -2 and mHTT-CaM PPI inh -13.
Screening CC(=O)N1CCc2cc(N3CC(C(=O)NCc4ccncc4)CC3=O)ccc21 (centres undefined) returned Pf apPOL inh -6 and mHTT-CaM PPI inh -2.
For O=C(NCc1cccnc1)C1CCN(c2nc3ccc(-c4cncnc4)nc3s2)CC1 the results were Pf apPOL inh -3 and mHTT-CaM PPI inh 1.
Screening Nc1nonc1-c1nc2ccccc2n1CC(=O)Nc1ccccc1C(F)(F)F returned Pf apPOL inh -9 and mHTT-CaM PPI inh 0.
`COc1ccc(-c2cc(C(F)(F)F)n3nc(C(=O)NCc4cccnc4)cc3n2)cc1` gave Pf apPOL inh 8 and mHTT-CaM PPI inh 4.
Screening CC(=O)c1cccc(NC(=O)CN2C(=O)C3C4CCC(C4)C3C2=O)c1 (centres undefined) returned Pf apPOL inh 1 and mHTT-CaM PPI inh -2.
`O=C(CN1CCN(C(=O)Nc2ccc(Br)cc2)CC1=O)NCc1ccco1` gave Pf apPOL inh -4 and mHTT-CaM PPI inh -9.
For Cc1cc(C)cc(NC(=O)c2c(O)c3cccnc3n(-c3ccccc3)c2=O)c1 the results were Pf apPOL inh -1 and mHTT-CaM PPI inh -5.
COc1ccc(C2CC(=O)n3nc(-c4ccc(C)cc4)nc3S2)cc1OC (centres undefined) was read as Pf apPOL inh -4 and mHTT-CaM PPI inh 0.
COc1ccc(C(=O)NCCOc2ccccc2Cl)c(OC)c1OC was read as Pf apPOL inh -1 and mHTT-CaM PPI inh 4.
For CC(C)CCNc1ncnc2c1sc1nc(N3CCOCC3)c3c(c12)CC(C)(C)OC3 the results were Pf apPOL inh -4 and mHTT-CaM PPI inh -1.
O=C(Cc1ccc(Cl)cc1)N1CCN(c2ccc(Nc3ccccn3)nn2)CC1 was read as Pf apPOL inh -20 and mHTT-CaM PPI inh 28.
Screening Cc1ccc(C)c(Cn2nnc(C(=O)O)c2-c2cccnc2)c1 returned Pf apPOL inh 2 and mHTT-CaM PPI inh -4.
For Oc1ccc(-c2csc(-c3ccncc3)n2)c(O)c1 the results were Pf apPOL inh 2 and mHTT-CaM PPI inh -4.
Screening O=C(c1ccc2[nH]ccc2c1)N1CCC2(CC1)NC(=O)N(Cc1ccc(F)cc1)C2=O returned Pf apPOL inh -3 and mHTT-CaM PPI inh 25.
`Cc1ccc(NC(=NC2CC2)NS(C)(=O)=O)c(C)c1` gave Pf apPOL inh 2 and mHTT-CaM PPI inh -9.
COc1cc(C)c(S(=O)(=O)NCc2ccccn2)cc1C was read as Pf apPOL inh -1 and mHTT-CaM PPI inh 2.
CC(=O)C1=C(O)C(=O)N(c2nc3ccccc3s2)C1c1ccc([N+](=O)[O-])cc1 (centres undefined) was read as Pf apPOL inh -11 and mHTT-CaM PPI inh 14.
Screening CCc1nnc(NC(=O)c2ccc(S(=O)(=O)N(C)Cc3ccccc3)cc2)o1 returned Pf apPOL inh -2 and mHTT-CaM PPI inh 44.
O=C(C(Cc1ccccc1)N1C(=O)c2ccccc2C1=O)N1CCc2ccccc21 (centres undefined) was read as Pf apPOL inh 5 and mHTT-CaM PPI inh -2.
For COc1ccccc1CNS(=O)(=O)c1ccc(C)c([N+](=O)[O-])c1 the results were Pf apPOL inh -1 and mHTT-CaM PPI inh -1.
`O=C(c1ccn(C(=O)c2ccc(Cl)cc2)n1)N1CCCCC1` gave Pf apPOL inh -10 and mHTT-CaM PPI inh -7.
O=C(NCCc1ccsc1)c1ccc(Br)o1 was read as Pf apPOL inh -10 and mHTT-CaM PPI inh -11.
`Cc1ccc([N+](=O)[O-])cc1NC(=O)C1CCCCC1C(=O)O` (centres undefined) gave Pf apPOL inh 1 and mHTT-CaM PPI inh -1.
`Cn1cc(CN2CCSCC2)ccc1=O` gave Pf apPOL inh 2 and mHTT-CaM PPI inh -3.
Screening CCCN1CCN(c2ccc(-c3nc(-c4ccc(C)cc4)no3)cn2)CC1 returned Pf apPOL inh -3 and mHTT-CaM PPI inh -2.
`O=C(COC(=O)c1cc2cc([N+](=O)[O-])ccc2oc1=O)c1ccc2ccccc2c1` gave Pf apPOL inh 1 and mHTT-CaM PPI inh 2.
Screening CN(C)c1ccc(C(c2ccc(N(C)C)cc2)c2ccc(N(C)C)cc2)cc1 returned mHTT-CaM PPI inh 45.
For COc1ccc(C=C2Oc3c(cc(CN4CCCCC4)c(O)c3C)C2=O)cc1 the results were Pf apPOL inh -7 and mHTT-CaM PPI inh -5.
For N#Cc1cccc(Cn2cc(S(=O)(=O)N3CCCC3)ccc2=O)c1 the results were Pf apPOL inh 1 and mHTT-CaM PPI inh -2.
Screening CC(=O)N(Cc1ccc2c(c1)CN(C(=O)C(C)(C)C)CCO2)c1ccc(C)cc1 returned Pf apPOL inh -7 and mHTT-CaM PPI inh 73*.
For Cn1cnc2cc(CNC(=O)c3ccoc3)ccc21 the results were Pf apPOL inh 1 and mHTT-CaM PPI inh -6.
CCN(CC)S(=O)(=O)N1CCCC(C(=O)NC2CCCC2)C1 (centres undefined) was read as Pf apPOL inh -9 and mHTT-CaM PPI inh 20.
CCc1onc(C)c1C1CCCN1C(=O)Nc1ccc2c(c1)OCO2 (centres undefined) was read as Pf apPOL inh -3 and mHTT-CaM PPI inh 2.
`Cc1cc(Cl)ccc1NC(=O)CN(c1ccccc1F)S(C)(=O)=O` gave Pf apPOL inh -54 and mHTT-CaM PPI inh -8.
`CC1=NOC(=O)/C1=C/c1ccc(OCc2ccc(F)cc2)c(Cl)c1` gave Pf apPOL inh -4 and mHTT-CaM PPI inh -6.
Screening O=C(CSc1nc2c(c(=O)n1-c1ccc(F)cc1)SCC2)NCc1ccco1 returned Pf apPOL inh 5 and mHTT-CaM PPI inh -1.
CCOC(=O)N1CCN(C(=O)CCc2nnc3c4cc(-c5ccccc5)nn4ccn23)CC1 was read as Pf apPOL inh -4 and mHTT-CaM PPI inh -5.
For O=C(CN1C(=O)/C(=C/c2ccccc2F)Sc2ccccc21)NC1CCCC1 the results were Pf apPOL inh 1 and mHTT-CaM PPI inh 4.
`CC(=O)Nc1ccc(-c2nc3c(Cl)c([N+](=O)[O-])ccc3[nH]2)cc1` gave Pf apPOL inh 3 and mHTT-CaM PPI inh 11.
Screening Cc1cc(OCC(=O)NN)ccc1Cl returned Pf apPOL inh 0 and mHTT-CaM PPI inh -5.
Screening O=S1(=O)c2c(F)cccc2O[C@@H](COCc2ccccc2)CN1CCc1ccc(F)cc1 returned Pf apPOL inh -16 and mHTT-CaM PPI inh -34.

Three structures already listed, sorted by number of heavy atoms, low to high:
COc1cc(C)c(S(=O)(=O)NCc2ccccn2)cc1C was read as Pf apPOL inh -1 and mHTT-CaM PPI inh 2.
`CC1=NOC(=O)/C1=C/c1ccc(OCc2ccc(F)cc2)c(Cl)c1` gave Pf apPOL inh -4 and mHTT-CaM PPI inh -6.
`O=C(COC(=O)c1cc2cc([N+](=O)[O-])ccc2oc1=O)c1ccc2ccccc2c1` gave Pf apPOL inh 1 and mHTT-CaM PPI inh 2.

Carrying on:
Screening CCC(C)NC(=O)c1ccc2ncnc(N3CCCCC3)c2c1 (centres undefined) returned Pf apPOL inh -2 and mHTT-CaM PPI inh 0.
Screening CC1CC(C)CN(C(=O)c2ccc(S(=O)(=O)c3ccccc3)cc2)C1 (centres undefined) returned Pf apPOL inh -15 and mHTT-CaM PPI inh 1.
`O=[N+]([O-])c1ccc(Sc2cccc3cccnc23)c2ncccc12` gave Pf apPOL inh -8 and mHTT-CaM PPI inh 4.
`Cc1noc(C)c1Cn1ccc2ccn(C)c2c1=O` gave Pf apPOL inh -2 and mHTT-CaM PPI inh -10.
Cn1c(=O)c(Cc2ccc(Cl)c([N+](=O)[O-])c2)nc2ccccc21 was read as Pf apPOL inh -1 and mHTT-CaM PPI inh 1.
`CCOc1ccccc1C(=O)N1CCc2c(c(C(=O)NCc3cccc(C)c3)nn2C)C1` gave Pf apPOL inh -11 and mHTT-CaM PPI inh 42.
`COc1ccc(-n2nc3c(c2NC(=O)c2cc(OC)c(OC)c(OC)c2)CS(=O)(=O)C3)cc1` gave Pf apPOL inh -1 and mHTT-CaM PPI inh -3.
Screening CC(C)c1ccc(NC(=O)C2CCN(c3ccncc3)CC2)cc1 returned Pf apPOL inh 2 and mHTT-CaM PPI inh 6.
Cc1nn(-c2ccc(F)cc2)c2nc(N3CCC(NC(=O)c4cccs4)CC3)sc12 was read as Pf apPOL inh -2 and mHTT-CaM PPI inh 2.
For CC(C)CNC(=O)C1CC(=O)N(Cc2cc(C(F)(F)F)cc(C(F)(F)F)c2)C1 (centres undefined) the results were Pf apPOL inh -4 and mHTT-CaM PPI inh 0.
Screening CCCc1ncc(C(O)c2ccccc2OC)n1C (centres undefined) returned Pf apPOL inh 5 and mHTT-CaM PPI inh -2.
`O=C(Nc1cccc(N2CCCCC2=O)c1)C1CCCC1` gave Pf apPOL inh -1 and mHTT-CaM PPI inh 4.
Screening CCC1(CC)OC(c2ccccn2)Nc2ccccc21 (centres undefined) returned mHTT-CaM PPI inh -11.
Screening COc1ccc(C(=O)Nc2ccc(NC(=O)C(C)C)cc2)cc1Br returned Pf apPOL inh -3 and mHTT-CaM PPI inh -7.
For COc1ccccc1C1C(C(=O)Nc2ccccc2)=C(C)Nc2nc(-c3ccccc3)nn21 (centres undefined) the results were Pf apPOL inh -12 and mHTT-CaM PPI inh 47.
For Cc1ccc(NC(=O)C2(N(Cc3ccccc3)C(=O)Cn3nnnc3N)CCCCC2)cc1 the results were Pf apPOL inh 0 and mHTT-CaM PPI inh 28.
For O=C(Cn1nc2c(c1NC(=O)C1COc3ccccc3O1)CSC2)NCc1ccco1 (centres undefined) the results were Pf apPOL inh 20 and mHTT-CaM PPI inh 94*.
For O=C(C1CCN(c2cncnc2N2CCOCC2)CC1)N1CCN(C2CCCCC2)CC1 the results were Pf apPOL inh -4 and mHTT-CaM PPI inh -4.
O=c1c2ccccc2nc2nc(Nc3ccccc3)ccn12 was read as Pf apPOL inh 4 and mHTT-CaM PPI inh 2.
Screening CC(C(=O)O)N1C(=O)c2ccccc2C1=O (centres undefined) returned Pf apPOL inh -24 and mHTT-CaM PPI inh -8.
O=C(c1ccccc1C(F)(F)F)N1CCN(C(=O)C2CC2c2ccc3c(c2)OCO3)CC1 (centres undefined) was read as Pf apPOL inh -1 and mHTT-CaM PPI inh -1.
`O=C1C2C3c4ccccc4C([N+](=O)[O-])(c4ccccc43)C2C(=O)N1Cc1ccco1` (centres undefined) gave Pf apPOL inh -2 and mHTT-CaM PPI inh 4.
Screening CCNc1nc(NCC)n2c(SCC(=O)Nc3cccc(Cl)c3Cl)nnc2n1 returned Pf apPOL inh -2 and mHTT-CaM PPI inh 2.
Screening CN(Cc1ccncc1)C(=O)NC1CCCC1 returned Pf apPOL inh 1 and mHTT-CaM PPI inh 1.
Screening COc1ccc(NC(=O)c2cc3n(n2)CCCN(Cc2cccc(C)c2)C3=O)cc1 returned Pf apPOL inh -2 and mHTT-CaM PPI inh 1.
Screening CC1CCN(C(=O)c2cc3n(n2)C(C(F)(F)F)CC(c2ccc(Br)cc2)N3)CC1 (centres undefined) returned Pf apPOL inh -2 and mHTT-CaM PPI inh 11.
CCOc1ccc(C2CC(c3cccc(OC)c3OC)n3ncnc3N2)cc1Cl (centres undefined) was read as Pf apPOL inh 0 and mHTT-CaM PPI inh 18.
`Cc1nnc(NC(=O)CSC2=NN3CCCC(=O)N=C3S2)s1` gave Pf apPOL inh -3 and mHTT-CaM PPI inh -1.
For CCOc1ccc(NS(=O)(=O)c2ccc(C)c(C(N)=O)c2)cc1 the results were Pf apPOL inh 1 and mHTT-CaM PPI inh 5.

In the list so far, these have a nitro group on carbon.
CC(=O)C1=C(O)C(=O)N(c2nc3ccccc3s2)C1c1ccc([N+](=O)[O-])cc1 (centres undefined) was read as Pf apPOL inh -11 and mHTT-CaM PPI inh 14.
For COc1ccccc1CNS(=O)(=O)c1ccc(C)c([N+](=O)[O-])c1 the results were Pf apPOL inh -1 and mHTT-CaM PPI inh -1.
`Cc1ccc([N+](=O)[O-])cc1NC(=O)C1CCCCC1C(=O)O` (centres undefined) gave Pf apPOL inh 1 and mHTT-CaM PPI inh -1.
`O=C(COC(=O)c1cc2cc([N+](=O)[O-])ccc2oc1=O)c1ccc2ccccc2c1` gave Pf apPOL inh 1 and mHTT-CaM PPI inh 2.
`CC(=O)Nc1ccc(-c2nc3c(Cl)c([N+](=O)[O-])ccc3[nH]2)cc1` gave Pf apPOL inh 3 and mHTT-CaM PPI inh 11.
`O=[N+]([O-])c1ccc(Sc2cccc3cccnc23)c2ncccc12` gave Pf apPOL inh -8 and mHTT-CaM PPI inh 4.
Cn1c(=O)c(Cc2ccc(Cl)c([N+](=O)[O-])c2)nc2ccccc21 was read as Pf apPOL inh -1 and mHTT-CaM PPI inh 1.
`O=C1C2C3c4ccccc4C([N+](=O)[O-])(c4ccccc43)C2C(=O)N1Cc1ccco1` (centres undefined) gave Pf apPOL inh -2 and mHTT-CaM PPI inh 4.

Compound activity deposited in PubChem BioAssay by University of Kansas High Throughput Screening Laboratory.

Compounds were not picked by outcome; any-hit rate near 3.6%.
